Screening data (PubChem)
AT treatment – qHTS Assay for Identifying a Potential Treatment of Ataxia-Telangiectasia; 0.19% of 320,000 active; Potency, µM (series often up to 57.5 µM), for the others: at the top dose activation, most hits filed as activators; […] A-T fibroblasts, KAP-1 phosphorylation AlphaLISA; neocarzinostatin DNA damage 30 min before lysis; also: potency is read from the fitted curve at half-maximal effect; % of control where 0% means no effect; nearly all actives have a fitted effect of over 45% in size
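ATM-like activity read as KAP-1 phosphorylation via AlphaLISA donor/acceptor antibody pairs after lysis and 6 hr at 25C. Cells were ATM-null patient fibroblasts ([…], hTERT), dosed 60 min, then exposed to the DSB inducer NCS for 30 min.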
a7 integrin act – qHTS for Activators of Integrin-Mediated Alleviation for Muscular Dystrophy; Potency, µM (highest dose often 38.3 µM), inactives show at the highest dose activation, usual class: activators; 0.064% of 350,000 active; alpha7betagal myoblasts, beta-gal FDG fluorescence, 48 h;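 also: potency is read from the fitted curve at half-maximal effect; 100% = response of the positive control SU9516; nearly all actives have a fitted effect of over 60% in size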
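alpha7betagal+/- myoblasts (passage 13, 250/well) treated 48 h at 37C with compounds at 1:260 dilution of DMSO stock. Lysed, then beta-galactosidase activity read as FDG fluorescence (ex 480/em 540) after 30 min, with pre-read for autofluorescence.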
TSHR antag – Antagonists of the Thyroid Stimulating Hormone Receptor: HTS campaign. Thyrotropin receptor (Homo sapiens), P16473. TSHR-expressing cells, TSH-stimulated cAMP HTRF, 2 h; stronger effect = lower value. activity change, negative = inhibition, % at 11.5 µM. 0.2% of 330,000 active. AID 504810, 2011;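 active = activity change below a set negative limit, meaning inhibition stronger than a set level, cut at about -70% in these data; inconclusive = activity change between two set negative limits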; also: % is scaled to controls: 0 for no effect and ±100 for the full control effect
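TSHR-expressing cells, 200/well, pre-treated with compound, then stimulated with EC80 TSH (4nM final) for 2 hours at 37 deg C. cAMP measured by competitive HTRF: anti-cAMP cryptate antibody in lysis buffer plus cAMP-d2, read after 30 minutes at room temperature.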
TCR activator – Activators of T cell receptors: qHTS campaign; primary human leukocytes, anti-CD3, IL-2 HTRF, 48 h; 330,000 tested, under 10 active; AID 504894, 2011; Potency, µM (series often up to 9.22 µM), inactives show top-dose activation of IL-2 secretion, hits mostly activators; also: % of control where 0% means no effect
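Activity was scored as IL-2 release from primary human leukocytes given only a TCR signal (a-CD3 beads) plus compound for 48 hr. Detection used a two-antibody HTRF format read at 665nm.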
Menin-MLL TR inh – qHTS Assay for Inhibitors Targeting the Menin-MLL Interaction in MLL Related Leukemias: Competition With Texas Red Labeled MLL-derived Mutant Peptide; Menin + Texas Red MLL mutant peptide, fluorescence polarization; Potency, µM (titrated, usually from 61.6 µM), for inactives: at the top dose FP activity change, negative = inhibition, hits mostly inhibitors; AID 1768, 2009; O00255; 0.23% of 270,000 active; active = well fitted inhibition curve with a large enough effect in the polarisation, with a control signal flat, not every such curve was filed as active; inconclusive = small, poorly fitted or top-dose-only effect, or effect the other way, or a change in a side signal; inactive = no such curve, though single readings can be large or run the other way; the % refers to the polarisation; also: potency is read from the fitted curve at half-maximal effect; % of control where 0% means no effect; many of its hits are not listed in these tables
Target sequence (O00255 whole entry, looked up): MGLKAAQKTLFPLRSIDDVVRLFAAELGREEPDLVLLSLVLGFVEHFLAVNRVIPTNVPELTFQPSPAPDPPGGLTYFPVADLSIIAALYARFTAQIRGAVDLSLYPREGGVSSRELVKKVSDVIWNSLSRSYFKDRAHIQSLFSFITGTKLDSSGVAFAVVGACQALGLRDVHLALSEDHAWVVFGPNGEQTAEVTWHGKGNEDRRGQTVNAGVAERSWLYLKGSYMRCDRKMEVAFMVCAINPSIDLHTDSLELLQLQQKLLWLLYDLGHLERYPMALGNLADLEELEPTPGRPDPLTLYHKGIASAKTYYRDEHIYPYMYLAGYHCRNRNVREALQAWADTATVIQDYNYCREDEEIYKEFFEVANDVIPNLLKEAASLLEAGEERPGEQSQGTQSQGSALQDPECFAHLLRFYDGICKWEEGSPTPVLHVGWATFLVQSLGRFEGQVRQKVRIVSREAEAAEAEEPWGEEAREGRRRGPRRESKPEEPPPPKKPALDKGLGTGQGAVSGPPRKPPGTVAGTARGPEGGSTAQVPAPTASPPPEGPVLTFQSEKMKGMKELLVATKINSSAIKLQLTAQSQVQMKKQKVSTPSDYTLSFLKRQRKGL
CXXC DNA block – qHTS Fluorescence Polarization Assay for Inhibitors of MLL CXXC domain - DNA interaction. MLL-CXXC / FITC-HOXA9 DNA fluorescence polarization. 0.037% of 290,000 active. Potency, µM (doses to about 115 µM), for inactives: at the highest dose activity change, negative = inhibition, hits mostly inhibitors; active = well fitted inhibition curve with a large enough effect in the polarisation, with a control signal flat, not every such curve was filed as active; inconclusive = small, poorly fitted or top-dose-only effect, or effect the other way, or a change in a side signal; inactive = no such curve, though single readings can be large or run the other way; the % refers to the polarisation; also: potency is read from the fitted curve at half-maximal effect
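Fluorescence polarization: 7 uM MLL-CXXC (stock) preincubated 5 min with compounds, then 50 nM fluorescein-HOX-A9 DNA (stock) added; 30 min ambient. Buffer 50 mM Tris-HCl pH 7.5, 50 mM NaCl, 1 mM DTT, 0.05% BSA.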
PTAP TSG101 blk – qHTS Assay for Iinhibitors of HIV-1 Budding by Blocking the Interaction of PTAP/TSG101 | Tumor susceptibility gene 101 protein (Homo sapiens), Q99816 | Fluorescence polarization, FITC-PTAP peptide / Tsg101 binding | Potency, µM (series often up to 115 µM), without a hit: at the top dose activity change, negative = inhibition, usual class: inhibitors | 340,000 tested, under 10 active | AID 493005, 2010; active = well fitted inhibition curve with a large enough effect in the main read-out, with a control signal flat, not every such curve was filed as active; inconclusive = small, poorly fitted or top-dose-only effect, or effect the other way, or a change in a side signal; inactive = no such curve, though single readings can be large or run the other way; also: potency is read from the fitted curve at half-maximal effect; % of control where 0% means no effect
Target sequence (Q99816 whole entry, looked up): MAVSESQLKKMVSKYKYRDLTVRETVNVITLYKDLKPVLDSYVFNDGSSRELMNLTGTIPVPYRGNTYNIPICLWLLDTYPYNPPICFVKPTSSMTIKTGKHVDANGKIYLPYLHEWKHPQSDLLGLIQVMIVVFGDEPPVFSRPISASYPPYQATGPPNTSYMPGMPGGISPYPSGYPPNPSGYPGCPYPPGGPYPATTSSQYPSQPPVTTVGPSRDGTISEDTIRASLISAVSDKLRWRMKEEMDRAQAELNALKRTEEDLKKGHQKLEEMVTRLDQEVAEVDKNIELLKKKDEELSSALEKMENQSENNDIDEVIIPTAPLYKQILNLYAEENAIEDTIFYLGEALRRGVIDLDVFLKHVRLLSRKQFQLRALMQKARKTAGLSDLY
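Tsg101 binding domain (10 uM final) was mixed with compound and a FITC-labeled PTAP peptide (50 nM final) in HEPES pH 7.5 buffer with NaCl, Tween 20, EDTA and TCEP; fluorescence polarization was read after 20 min at r.t.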
MBNL1-CUG inh – qHTS Assay for Inhibitors of MBNL1-poly(CUG) RNA binding; AID 2675, 2010; Potency, µM (top dose mostly 57.5 µM), inactives show top-dose activity change, negative = inhibition, actives largely listed as inhibitors; TR-FRET MBNL1-His/biotin-(CUG)12 binding, 665/545 ratio; 0.036% of 280,000 active; Muscleblind-like protein 1 (Homo sapiens), Q9NR56; active = well fitted inhibition curve with a large enough effect in the signal ratio, with a control signal flat, not every such curve was filed as active; inconclusive = small, poorly fitted or top-dose-only effect, or effect the other way, or a change in a side signal; inactive = no such curve, though single readings can be large or run the other way; the % refers to the signal ratio; also: potency is read from the fitted curve at half-maximal effect; % is scaled to controls: 0 for no effect and ±100 for the full control effect
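Inhibition of protein-RNA binding appears as loss of TR-FRET between terbium anti-His antibody on MBNL1-His and streptavidin-XL665 on biotin-(CUG)12. Activity is normalized to buffer-only and uninhibited-complex controls.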
Mito fusion yeast – qHTS Assay for Small Molecule Inhibitors of Mitochondrial Division or Activators of Mitochondrial Fusion | Potency, µM (titrated, usually from 46.1 µM), for the others: top-dose growth rescue (activation), most hits filed as activators | 0.23% of 320,000 active | S. cerevisiae fusion-defective mutant growth rescue, CellTiterGlo 48 h;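 also: potency is read from the fitted curve at half-maximal effect; % of control where 0% means no effect; nearly all actives have a fitted effect of over 45% in size; temperature-sensitive fusion mutants such as fzo1-1 at 37 °C on non-fermentable ethanol glycerol medium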
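Growth-rescue viability read-out: after 48 h at the non-permissive 37C in glycerol/ethanol YPEG, yeast mitochondrial fusion mutants are measured by CellTiterGlo luminescence; compounds (23 nl pinned per well) restoring growth score as division inhibitors or fusion activators.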
S-ASM inh – Inhibitors of Secretory Acid Sphingomyelinase (S-ASM): qHTS; 0.006% of 340,000 active; Sphingomyelin phosphodiesterase (Homo sapiens), P17405; placental ASM, HMU-PC fluorogenic substrate, 60 min; Potency, µM (series often up to 57.5 µM), for inactives: top-dose activity change, negative = inhibition, most hits filed as inhibitors; also: potency is read from the fitted curve at half-maximal effect
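Fluorescence read-out (Ex 386 nm, Em 447 nm) after stopping the reaction at pH 10. Enzyme: ASM from human placenta; substrate HMU-PC0, 9 uM final; 60 min, 37 °C. Compound preincubation 10 min, ambient temperature.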
The depositor's hits bear a star; ? = inconclusive; . = not tested or not shown; & = joins results of further samples; [ ] = another dose, or the depositor's remark. Unless noted, calls follow the shape of the dose curve; as a rule, active = well fitted curve in the direction sought with a large enough effect; inconclusive = small, poorly fitted or top-dose-only effect, or another doubt; inactive = no such curve, though single readings can be large; an effect the other way counts as inactive or inconclusive. Not all compounds are listed, so the mix of outcomes need not match the whole.

SMILES	AT treatment	a7 integrin act	TSHR antag	TCR activator	Menin-MLL TR inh	CXXC DNA block	PTAP TSG101 blk	MBNL1-CUG inh	Mito fusion yeast	S-ASM inh
O=C(CCC(=O)N1CCOc2ccc(Cl)cc21)N1CCC2(CC1)OCCO2	14.4%	-32.0%	1.1	1.7%	.	-1.1%	-6.1%	-1.2%	-0.3%	0.0%
COc1ccc(-n2nc(C(=O)NCC(=O)N3CCC4(CC3)OCCO4)c3ccccc3c2=O)c(OC)c1	-8.5%	-22.9%	-4.5	-0.6%	-21.0%	1.0%	-8.2%	14.7%	9.0%	-2.5%
Cc1cccc(CN2CCCC(C(=O)c3ccc4c(c3)OCO4)C2)n1 (centres undefined)	-10.3%	-10.6%	11.3	-2.1%	-2.5%	-10.0%	-0.1%	-9.2%	0.7%	0.2%
CC(C)(C)N(NC(=O)c1ccccc1)C(=O)c1ccccc1	6.6%	31.1%	-1.6	.	.	0.9%	.	14.2%	0.9%	-0.4%
CN1C(=O)C(=Cc2cn(CC(=O)N3CCCC3)c3ccccc23)C(=O)N(C)C1=O	1.3%	-11.8%	9.4	-4.9%	18.8%	-5.3%	-9.0%	6.4%	-1.9%	1.9%
O=c1[nH]c(=S)n(Cc2ccc(F)cc2)c(O)c1C=NCC1CCCO1 (centres undefined)	5.7%	5.3%	-0.8	-5.2%	0.2%	-19.0%	-0.1%	-10.8%	2.5%	-0.3%
Cc1cc(OC(=O)CCCNC(=O)OC(C)(C)C)c2c3c(c(=O)oc2c1)CCC3	-2.9%	33.1%	6.6	0.7%	?	1.7%	-3.7%	2.6%	6.4%	20.1%
O=c1oc2ccccc2n1CCCOc1ccccc1	8.6%	11.9%	-0.4	-1.3%	-0.3%	10.0%	0.5%	?	8.3%	2.4%
CC(=O)N1Cc2cnnn2-c2ccccc2C1(C#N)Cc1ccccc1 (centres undefined)	.	0.3%	.	1.4%	.	.	-4.6%	.	.	3.0%
CCOc1cc(/C=C(\C#N)C(=O)NCC2CCCO2)ccc1OCC(N)=O (centres undefined)	2.4%	?	2.9	-5.4%	-0.2%	-5.7%	-7.3%	15.6%	-4.3%	-1.0%
C[C@H](CO)N1C[C@H](C)[C@@H](CN(C)S(=O)(=O)c2cccs2)Oc2ccc(NC(=O)Nc3ccc(C(F)(F)F)cc3)cc2C1=O	-3.5%	-35.8%	5.1	2.8%	.	.	0.2%	.	.	-13.8%
Cc1cc(C(C)(C)C)cc(C)c1CC1=NCCN1	?	.	-15.9&19.1	-5.0%	-9.0%	-1.3%	0.3%	-23.7%	-21.2%&2.1%	2.3%
CCc1nc2ccccc2c(=O)n1-c1ccc2ccccc2c1	-2.9%	-13.1%	0.2	1.7%	-12.8%	5.9%	-5.9%	7.1%	?	-0.2%
Cc1ccc(OP(=O)(NCc2ccccc2)Oc2ccc(C)cc2)cc1	19.2%	-19.4%	22.9	0.6%	?	2.2%	0.1%	-2.2%	?	-3.0%
O=C1C(c2ccccc2)=C(N2CC2)c2ccccc21	-10.2%	20.6%	-16.8	1.2%	7.5%	2.3%	0.2%	?	6.4%	-4.2%
NC(N)=Nc1ccc2[nH]c3c(c2c1)C[C@@]1(O)[C@H]2Cc4ccc(O)c5c4[C@@]1(CCN2CC1CC1)[C@H]3O5	-12.7%	.	12.9&3.7	-2.7%	2.4%	15.5%	-2.5%	.	-32.9%&2.7%[inhibitor]	4.8%
OC1(c2ccc(F)cc2)CCNC1 (centres undefined)	0.8%	-3.9%	3.9	1.3%	-4.5%	-2.4%	-2.6%	-14.1%	-5.5%	2.8%
O=C(c1cc2cc3ccc(Cl)cc3nc2o1)N1CCC2(CC1)OCCO2	-7.7%	-4.3%	-0.8	4.9%	12.5%	2.5%	-3.7%	?	4.4%	-5.1%
O=S(=O)(c1ccccc1)N1CN2CCN(C2)C1	-0.4%	-2.1%	-4.4	1.1%	12.7%	-4.4%	1.5%	10.7%	2.0%	3.8%
O=[N+]([O-])c1ccc(N2CCOCC2)c2cccnc12	0.3%	26.8%	-3.3	-2.1%	1.7%	-4.0%	-5.3%	?	1.4%	-11.0%
COc1cc(C(=O)OC2C[C@H]3CC[C@@H](C2)N3C)ccc1O (some centres undefined)	1.0%	-0.3%	6.7	3.2%	-1.8%	52.9%[activator]	1.8%	10.0%	-9.0%	-0.3%
NCCNc1ccc([N+](=O)[O-])c2cccnc12	-5.8%	0.0%	-15.6	2.6%	6.7%	3.4%	-6.8%	?	6.9%	-21.8%
CO[C@H]1C=C2CCN(C)[C@H]2C2c3cc4c(cc3C(=O)O[C@@H]21)OCO4 (some centres undefined)	13.5%	.	4.3	-7.2%	.	.	-2.7%	.	2.5%	-5.6%
C[N+]1(C)C2CC(OC(=O)[C@H](CO)c3ccccc3)CC1C1OC12 (some centres undefined)	.	.	-8.2&-3.3	3.2%	.	.	-1.5%	.	8.9%&-10.4%	-5.1%
CCCc1cc(=O)oc2cc(OCC(=O)N3C[C@H]4C[C@@H](C3)c3cccc(=O)n3C4)ccc12	-2.6%	-10.4%	-11.6	3.6%	-9.8%	-0.9%	-3.2%	4.0%	-2.5%	4.2%
SMILES	AT treatment	a7 integrin act	TSHR antag	TCR activator	Menin-MLL TR inh	CXXC DNA block	PTAP TSG101 blk	MBNL1-CUG inh	Mito fusion yeast	S-ASM inh
CCOc1ccc(-n2c(O)c(/C=C3\C=Nc4ccccc43)c(=O)[nH]c2=O)cc1	14.6%	5.4%	11.6	1.5%	11.0%	-5.0%	-1.5%	?	14.8%	-4.2%
Cc1cccc(CN2CCCN(Cc3ccc(Cl)cc3)S2(=O)=O)c1	3.5%	-0.8%	6.5	0.5%	12.2%	1.2%	1.8%	-7.6%	-26.1%	-2.5%
CCC(=O)c1cn(Cc2ccccc2)c2ccccc12	0.2%	0.0%	-13.7	-4.1%	6.7%	1.7%	0.1%	3.7%	7.2%	-0.4%
O=C1NC(=O)C2(CCN(c3ccccc3)CC2)C(=O)N1	.	11.4%	.	2.1%	.	.	-2.9%	.	.	-0.3%
CCC(CC)C1C(C#N)=C(N)Oc2c1c(=O)oc1ccccc21 (centres undefined)	.	-41.6%	1.9	2.2%[46.1 µM]	?	2.8%	-2.2%	-1.3%	?	-21.0%
CCc1ccc2nc(N3CCC(C(=O)N4CCC5(CC4)OCCO5)CC3)sc2c1	-0.7%	10.9%	-25.7	1.1%	-6.0%	-0.7%	4.6%	-14.6%	-2.7%[9.22 µM]	6.8%
COC(=O)c1ccc(CC(C(=O)c2ccccc2)N(C)C)cc1 (centres undefined)	-1.8%	-0.6%	0.5	1.2%	-25.5%	?	-5.4%	-4.6%	7.6%	-0.3%
COc1ccccc1NC(=O)COC(=O)c1cn(C)c2ccccc12	4.2%	-10.3%	-1.4	-4.2%	.	.	-1.9%	.	3.2%	-2.9%
CCOC(=O)c1ccc(Nc2nc(C)cc(C)n2)cc1	0.0%	15.3%	23.8	-3.5%	?	0.6%	-1.1%	-2.4%	-5.7%	-0.7%
Cc1ccc(CN2C3CCCC2CC(NC(=O)Nc2cccc(F)c2)C3)cc1 (centres undefined)	-2.9%	-50.6%[inhibitor]	-12.9	-2.2%	-6.3%	-3.5%	-6.9%	2.7%	-6.7%	-0.1%
COc1cc(CC2(CCc3ccncc3)C(=O)NC(=O)NC2=O)cc(OC)c1OC	2.0%	?	3.5	-1.0%	-16.2%	-15.3%	2.3%	?	-3.6%	4.0%
CCc1cc2c(s1)NC(=O)CN=C2c1cccs1	1.9%	3.3%[7.66 µM]	5.4	-0.4%	-10.8%	-0.4%	-13.8%	16.1%	-12.4%	2.7%
Cc1ccc(-c2nc3ccccc3c(=O)n2-c2ncccc2C)cc1	-5.1%	25.0%	-10.8	-1.0%	7.0%	-0.9%	-3.5%	-9.9%	0.4%	0.5%
